Vif imaging: HIV Vif self-association inhibitors, primary screen, imaging, HEK293T, single point | HEK293T cells, Vif self-association by quenched fluorescence, 24 h | inhibition, % at 7.49 µM | 0.35% of 340,000 active | AID 602346, 2012; in the data active = inhibition above about 50%, passing the limit was not always enough; note: some results filed as inactive read as strong as hits
TRAIL sens C8: viability loss with TRAIL in NB7+C8 cells, primary screen, TRAIL sensitizer project, cell-based, ATPlite luminescence | inhibition (viability loss, TRAIL sensitization), % at 10 µM | 1% of 360,000 active | AID 624354, 2012;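 active = compounds causing at least 50% loss of cell viability in the single-dose screen, relative to plate controls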
SRC1 inh: SRC1 coactivator transcriptional activity inhibitors, primary screen, cell-based, luminescence | 0.12% of 360,000 active | Nuclear receptor coactivator 1 (Homo sapiens), Q15788 | HEK293 GAL4-SRC1 luciferase reporter | inhibition, % at 3.6 µM;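 active = inhibition above the campaign mean plus 3 SD, with each screening campaign given its own cutoff, cut at about 60% in these data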;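 note: 0% = DMSO treated cells and 100% = gossypol at 36 µM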
NOD2 RIPK2 PPI: NOD2-RIPK2 binding disruptors in cells, primary screen, fluorescence, CHO cells, BLA complementation; CCF4 ratio; 0.38% of 360,000 active; inhibition, % at 4.98 µM; in the data active = inhibition above about 21%;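 note: 0% = vehicle only and 100% = reference blocker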
NR5A2 inv ag: LRH-1 (NR5A2) inverse agonists, primary screen, cell-based, luminescence, HEK293T, StAR-luciferase reporter | LRH-1 transfected, 24 h | 0.13% of 360,000 active | Nuclear receptor subfamily 5 group A member 2 (Homo sapiens), O00482 | inhibition, % at 3.6 µM | AID 602396, 2012;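 active = inhibition above the mean inhibition of all tested compounds plus 3 SD, cut at about 73% in these data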;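 note: 0% = DMSO wells and 100% = reporter-only cells lacking LRH-1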
NCOA2 inhibitor: inhibition of GAL4-SRC2 driven luciferase reporter, primary screen, SRC2 inhibitor project, cell-based, luminescence | Nuclear receptor coactivator 2 (Homo sapiens), Q15596 | HEK293 GAL4-SRC2 luciferase reporter | inhibition, % at 9 µM | 0.17% of 370,000 active | AID 651957, 2012;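 active = inhibition above the mean inhibition of all tested compounds plus 3 SD, set per campaign, cut at about 52% in these data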;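 note: 0% = DMSO treated cells and 100% = cells given Gossypol at 36 µM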
Target sequence (Q15596 whole entry, looked up, the tested form may be a part): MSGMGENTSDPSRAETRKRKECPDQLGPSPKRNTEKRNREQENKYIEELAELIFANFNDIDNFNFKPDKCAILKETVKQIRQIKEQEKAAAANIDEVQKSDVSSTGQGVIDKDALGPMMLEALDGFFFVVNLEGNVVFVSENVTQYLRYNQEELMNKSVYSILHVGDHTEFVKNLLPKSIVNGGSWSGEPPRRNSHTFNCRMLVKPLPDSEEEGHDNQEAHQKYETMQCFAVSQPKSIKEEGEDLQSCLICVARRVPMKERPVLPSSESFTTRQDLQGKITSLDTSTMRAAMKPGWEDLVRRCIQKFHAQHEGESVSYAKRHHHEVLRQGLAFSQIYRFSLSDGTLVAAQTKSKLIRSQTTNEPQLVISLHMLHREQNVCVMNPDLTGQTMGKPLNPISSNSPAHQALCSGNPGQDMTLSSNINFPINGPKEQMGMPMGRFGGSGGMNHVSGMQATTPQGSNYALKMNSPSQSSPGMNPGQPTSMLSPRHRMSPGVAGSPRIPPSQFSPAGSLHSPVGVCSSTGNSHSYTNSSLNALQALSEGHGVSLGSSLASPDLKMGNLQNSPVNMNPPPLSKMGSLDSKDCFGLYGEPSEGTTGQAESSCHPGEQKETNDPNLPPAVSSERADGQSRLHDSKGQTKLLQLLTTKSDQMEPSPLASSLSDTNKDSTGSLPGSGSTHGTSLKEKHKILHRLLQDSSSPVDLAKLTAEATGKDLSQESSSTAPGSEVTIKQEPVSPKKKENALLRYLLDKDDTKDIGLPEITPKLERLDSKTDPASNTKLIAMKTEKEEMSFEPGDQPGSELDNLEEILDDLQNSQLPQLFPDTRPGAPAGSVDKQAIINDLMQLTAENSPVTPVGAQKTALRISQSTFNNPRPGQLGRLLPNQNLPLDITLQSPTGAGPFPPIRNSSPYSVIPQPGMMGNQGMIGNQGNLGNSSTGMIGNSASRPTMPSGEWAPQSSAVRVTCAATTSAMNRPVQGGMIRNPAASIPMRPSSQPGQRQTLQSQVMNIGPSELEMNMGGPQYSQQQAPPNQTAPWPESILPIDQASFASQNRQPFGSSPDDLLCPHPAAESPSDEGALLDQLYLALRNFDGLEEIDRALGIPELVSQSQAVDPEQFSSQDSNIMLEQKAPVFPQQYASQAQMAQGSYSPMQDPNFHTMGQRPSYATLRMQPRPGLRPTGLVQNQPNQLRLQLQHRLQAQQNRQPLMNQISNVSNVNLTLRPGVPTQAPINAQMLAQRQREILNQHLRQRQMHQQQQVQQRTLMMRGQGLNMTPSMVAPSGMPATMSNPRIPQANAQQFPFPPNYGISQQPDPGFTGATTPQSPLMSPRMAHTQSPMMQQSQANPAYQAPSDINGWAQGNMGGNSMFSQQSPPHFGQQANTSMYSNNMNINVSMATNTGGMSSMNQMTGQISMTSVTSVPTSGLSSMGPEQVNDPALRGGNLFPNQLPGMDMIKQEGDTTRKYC
TLR9-MyD88 inh: inhibitors of TLR9-MyD88 association in cells, primary screen, cell-based, CHO, BLA complementation, fluorescence; inhibition, % at 4.98 µM; 0.21% of 340,000 active; Toll-like receptor 9 (Homo sapiens) + Myeloid differentiation primary response protein …; CCF4 FRET ratio; AID 504734, 2011;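 active = inhibition above the mean over all tested compounds plus 3 SD, cut at about 21% in these data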;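 note: 0% = DMSO only wells and 100% = clavulanate BLA inhibitor control wells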
EBV LMP1 NFkB: EBV LMP1-driven NF-kappaB luciferase reporter inhibitors, primary screen, cell-based, luminescence, single point | LMP1-induced NF-kappaB luciferase reporter cells | inhibition, % at 12.5 µM | 0.69% of 350,000 active | AID 504558, 2011; in the data active = inhibition above about 41%;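 note: 0% = neutral control wells and 100% = reference inhibitor control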
NCOA3 inh: SRC3 coactivator transcriptional activity inhibitors, primary screen, cell-based, luminescence. AID 588352, 2011. Nuclear receptor coactivator 3 (Homo sapiens), Q9Y6Q9. 0.17% of 360,000 active. inhibition, % at 3.6 µM. HEK293 GAL4-SRC3 luciferase reporter;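 active = inhibition above a per-campaign cutoff, the mean of all compounds plus 3 SD, cut at about 60% in these data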;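 note: 0% = DMSO-treated cells and 100% = gossypol-treated cells at 36 µM; higher means less SRC3-driven luciferase light from the GAL4 reporter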
TROY signal inh: inhibitors of TROY-driven NF-kB signaling, primary screen, Q293 LMP1-TROYcd cells, NF-kB luciferase, uHTS | Q293 LMP1-TROYcd NF-kB luciferase reporter, 4 h | inhibition, % at 10 µM | 0.98% of 360,000 active | AID 1347056, 2019;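 active = compounds whose plate-normalised and pattern-corrected inhibition of the luciferase reporter signal at the single screening dose is 50% or more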
COUP-TFII inh: NR2F2 transcriptional activity inhibitors, primary screen, cell-based, luciferase reporter, HEK293T, luminescence. COUP transcription factor 2 (Homo sapiens), P24468. inhibition, % at 8.6 µM. AID 686940, 2013. HEK293T NGFI-A luciferase reporter. 0.7% of 370,000 active;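 active = inhibition above a per-plate cutoff, mean inhibition of test wells between control levels plus 3 SD, cut at about 38% in these data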;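 note: cells cotransfected with COUP-TFII expression vector driving the NGFI-A reporter; 0% = median of COUP-TF2 test wells and 100% = reporter-only cells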
An asterisk follows results filed as active; x = not tested or not shown; & = joins results of further samples.

compound,NOD2 RIPK2 PPI,Vif imaging,COUP-TFII inh,EBV LMP1 NFkB,TLR9-MyD88 inh,SRC1 inh,NCOA3 inh,TROY signal inh,NCOA2 inhibitor,TRAIL sens C8,NR5A2 inv ag
CC(c1ccccc1F)n1cc(C(=O)NCCc2ccco2)nn1 (centres undefined),7,-2,-5,7,7,-12,-27,0,-10,3,5
COC(=O)CNC(=O)c1c(-c2ccccc2Cl)noc1C,6,16,13,-2,3,6,13,6,-10,-5,2
COCCCNC(=S)NC1CCCCC1,-3,19,-1,-16,1,13,11,-11,-1,3,3
Cc1cc(C)cc(NC(=O)CC2NCCNC2=O)c1 (centres undefined),-13,2,9,1,-4,-23,-19,9,5,3,6
COC(=O)C1(C(=O)OC)C[C@H](/C=C/c2ccccc2)N(Cc2ccccc2OC)[C@@H]1c1cccs1,-12&6,x,-1&-3,x,x,x,x,x,-17&-7,11&5,20&-8
C=CCNC(=O)COc1c(C)ccc(C)c1C,-3,5,1,-1,2,10,6,-10,-5,6,3
Cc1ccc(CN2CCC(CNC(=O)C3CCCN(c4ncnc5c4nc4n5CCCCC4)C3)CC2)cc1 (centres undefined),3,-2,20,5,-8,2,-15,12,10,17,19
O=C(NC1CCN(C(=S)NCCc2ccccc2)CC1)C1CCCCC1,-4,-17,-3,1,-9,0,-3,12,4,-3,9
CCOC(=O)Cc1csc(NC(=O)c2ccc(NC(C)=O)cc2)n1,-3,-50,0,-6,-9,-12,-7,-36,-2,4,5
CCOC(=O)c1ccc(NC(=S)N2CCCC(C)C2)cc1 (centres undefined),4,0,-6,-8,-7,-70,-9,-54,-25,-2,-29
COc1ccc(-c2nnc(SCC(=O)N3CCCC(C)C3)o2)c(OC)c1 (centres undefined),-6,-2,-6,-3,3,-11,21,-5,-5,-2,17
COC(=O)Cn1cc([N+](=O)[O-])nc1C,-5,-7,-4,0,0,-3,18,-3,11,-8,4
Cc1cc(C(=O)NCc2cc(C(=O)O)oc2C)c(C)o1,2,3,10,-29,-5,-6,-7,-10,23,-5,19
Cc1cc(C)c2c3c(sc2n1)C(c1ccccc1)C(C#N)=C(N)O3 (centres undefined),-8,-2,x,-8,-12,-12,1,-8,x,25,6
O=C(COc1ccc(C(=O)c2ccc(F)cc2)cc1)NCc1ccc(F)cc1,2,2,-11,4,8,-2,15,9,10,-9,30
Cc1cc(N2CCCCC2)nc(NCc2ccccc2)n1,-10,2,30,7,-1,-2,17,26,20,14,-3
COc1ccc(C2CC(c3ccccc3)Nc3nc(NC(=O)c4cccs4)nn32)cc1 (centres undefined),-8,5,0,6,-3,9,7,-6,-3,-5,1
COc1ccc(NC(=O)CCSCCc2ccccn2)cc1OC,11,-1,11,-1,7,-2,12,3,-24,7,3
CCc1nnc(NC(=O)CSc2ccc(-c3nc4ccccc4[nH]3)cn2)s1,-3,0,-55,-18,2,-61,-73,-63,-24,10,-47
O=C(NCc1ccccc1)C1C2C=CC3(CN(Cc4cccnc4)C(=O)C13)O2 (centres undefined),-6,-1,14,-4,9,-14,9,-27,-19,-3,-6

In the list so far, 2 have an aryl thioether with sulfur outside any ring.
compound,NOD2 RIPK2 PPI,Vif imaging,COUP-TFII inh,EBV LMP1 NFkB,TLR9-MyD88 inh,SRC1 inh,NCOA3 inh,TROY signal inh,NCOA2 inhibitor,TRAIL sens C8,NR5A2 inv ag
COc1ccc(-c2nnc(SCC(=O)N3CCCC(C)C3)o2)c(OC)c1 (centres undefined),-6,-2,-6,-3,3,-11,21,-5,-5,-2,17
CCc1nnc(NC(=O)CSc2ccc(-c3nc4ccccc4[nH]3)cn2)s1,-3,0,-55,-18,2,-61,-73,-63,-24,10,-47

New compounds follow
compound,NOD2 RIPK2 PPI,Vif imaging,COUP-TFII inh,EBV LMP1 NFkB,TLR9-MyD88 inh,SRC1 inh,NCOA3 inh,TROY signal inh,NCOA2 inhibitor,TRAIL sens C8,NR5A2 inv ag
O=C(Nc1cc(C(F)(F)F)ccc1N1CCOCC1)C1=COCCO1,9,1,-4,-3,9,9,-6,-13,21,-4,1
CCCC(=O)N1CCC1(C)C(=O)Nc1ccc2nc(C)ccc2c1 (centres undefined),-8,12,-26,x,x,-17,-15,-22,-40,-1,-13
CCN1CCc2nc(SCC(=O)Nc3ccc(OC)cc3)c(C#N)cc2C1,0,x,-10,3,-2,-12,-4,-32,-33,-10,11
Cc1ccc2[nH]c(=O)c3cc(C(=O)NCCC(C)C)sc3c2c1,5,-14,0,0,4,-20,6,7,10,0,-4
CCCCOC(=O)CCc1nc2ccccc2[nH]c1=O,2,1,-5,-5,4,1,9,-3,-13,-19,-4
CC(C)N(Cc1ccccc1)C(=O)Cn1c(=O)cnc2ccccc21,5,-1,-8,6,1,-2,0,-15,-23,-58,6
COc1ccc(C(C[N+](=O)[O-])n2nc(C)cc2C)cc1 (centres undefined),27*,1,2,-1,3,-3,5,0,2,9,9
CCNS(=O)(=O)c1ccc(NC(=S)N2CCc3ccccc32)cc1,-6,-4,-5,7,-8,-38,6,-5,15,-2,-5
CC(C)N1CCN(Cc2ccoc2)CC1CCO (centres undefined),-3,-5,-2,7,1,-1,2,0,3,6,-9
CC1(C)CC(=O)C2=C(C1)N(c1ccccc1)C(=O)CC2c1ccc(O)cc1 (centres undefined),-11,1,-1,0,-8,9,6,-4,-23,-3,4
COc1ccc(NC(=O)COC(=O)C2CCCCC2)c([N+](=O)[O-])c1,-9,-23,-14,6,-6,8,22,6,-12,-8,-16
Cc1occc1C(=O)N/N=C/c1ccc(N(C)C)cc1,-10,14,-56,16,6,-96,-47,39,-41,31,-109
O=C(NC1CCN(C(=S)Nc2ccc(F)cc2)CC1)c1ccco1,-2,10,-4,-4,0,-1,-13,-13,-22,-9,-8
CCOC1=C2CN(S(=O)(=O)c3ccc(C)cc3)[C@H](c3ccccc3)C[C@@H]2N(S(C)(=O)=O)[C@H](c2ccccc2)C1,-7,x,-1,x,x,5,19,-1,-23,-7,-4
CC1Sc2ccc(S(=O)(=O)CCC(=O)Nc3ccc(C(C)C)cc3)cc2NC1=O (centres undefined),-7,2,5,x,10,3,5,19,2,21,13
O=C(COc1ccc(Cl)cc1)NCc1cn2cc(Cl)ccc2n1,1,-2,-7,0,-3,18,8,0,14,8,1
O=C(CCNC(=O)Cn1ccc2ccccc2c1=O)NCc1ccccn1,-7,-12,3,-7,1,-5,17,3,19,-7,4
Cc1cccnc1NC(=O)c1ccc(S(=O)(=O)N2CCC(C)CC2)cc1,-23,-18,-3,2,11,-7,15,1,21,-4,3
CC(C)Cn1c(SCc2nc3ccccc3c(=O)[nH]2)nc2ccccc2c1=O,-1,-6,15,-1,-4,-4,3,-8,-17,5,-1
CC(C)C(NC(=O)c1ccccc1Br)c1ccccc1 (centres undefined),-9,-3,-4,0,12,7,19,11,10,3,0

Entries listed so far that contain a Cl atom:
compound,NOD2 RIPK2 PPI,Vif imaging,COUP-TFII inh,EBV LMP1 NFkB,TLR9-MyD88 inh,SRC1 inh,NCOA3 inh,TROY signal inh,NCOA2 inhibitor,TRAIL sens C8,NR5A2 inv ag
COC(=O)CNC(=O)c1c(-c2ccccc2Cl)noc1C,6,16,13,-2,3,6,13,6,-10,-5,2
O=C(COc1ccc(Cl)cc1)NCc1cn2cc(Cl)ccc2n1,1,-2,-7,0,-3,18,8,0,14,8,1

Following part
compound,NOD2 RIPK2 PPI,Vif imaging,COUP-TFII inh,EBV LMP1 NFkB,TLR9-MyD88 inh,SRC1 inh,NCOA3 inh,TROY signal inh,NCOA2 inhibitor,TRAIL sens C8,NR5A2 inv ag
CCCS(=O)(=O)NC(=O)C1(C)CCN(C(=O)c2cccnc2Oc2ccccc2)C1 (centres undefined),-3,7,-5,x,x,-13,-1,7,-7,-16,3
Cc1cc(C)cc(-c2nnc(SCC(=O)NCc3cccs3)o2)c1,-5,1,-3,-18,-4,2,4,4,-14,-1,-9
O=C(O)/C(=C1/OC(=O)c2ccccc21)c1ccccc1,1,17,-4,1,6,0,-10,3,-7,0,-4
O=C1c2ccccc2C(=O)N1CCCC(=O)N1CCc2ccccc21,-1,-5,-2,-10,7,4,4,2,-13,-5,-13
COc1cc(OC)c(C(=O)Nc2ccccc2-c2ccccc2)cc1OC,-1,-1,-1,-1,3,8,21,-16,9,1,28

With a hit mark in NOD2 RIPK2 PPI, of those listed so far:
SMILES,NOD2 RIPK2 PPI,Vif imaging,COUP-TFII inh,EBV LMP1 NFkB,TLR9-MyD88 inh,SRC1 inh,NCOA3 inh,NCOA2 inhibitor,NR5A2 inv ag
COc1ccc(C(C[N+](=O)[O-])n2nc(C)cc2C)cc1 (centres undefined),27*,1,2,-1,3,-3,5,2,9

Only part of the results is shown (hit frequency here may not be typical).
